Rac1 GTP hydrolysis: MgcRacGAP GTPase-activating activity inhibitors, confirmation, biochemical, ADP Hunter fluorescence; MgcRacGAP-stimulated Rac1 GTP hydrolysis, ADP Hunter fluorescence; higher % means a stronger effect; GST-tagged Rac1 F28L mutant substrate; hit rate 0.6% among 340,000; inhibition, % at 30 µM; hits with a dose series show IC50 in µM;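 active = first-screen hits whose inhibition reached a set limit at any dose in the follow-up dose series; inconclusive = inhibition above the set first-screen limit but never retested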;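 note: fluorescence reports GDP produced by GAP-driven GTP hydrolysis; strong numbers were not always called active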
NTR1 agonist: agonists of NTR1, primary screen, imaging, U2OS cells, beta-arrestin-GFP, high content (AID 493036); hit rate 0.17% among 330,000; NTR1-U2OS beta-arrestin-GFP spot imaging, agonist mode; P30989; activation, % at 20 µM;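 active = activation at or above 40% of the spot to cytoplasm intensity ratio, with at least 20 cells analyzed; inconclusive = wells under 20 cells, flagged as cytotoxic or low count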;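 note: 0% = DMSO without peptide and 100% = 100 nM NTR1 peptide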
Target sequence (P30989 whole entry, looked up): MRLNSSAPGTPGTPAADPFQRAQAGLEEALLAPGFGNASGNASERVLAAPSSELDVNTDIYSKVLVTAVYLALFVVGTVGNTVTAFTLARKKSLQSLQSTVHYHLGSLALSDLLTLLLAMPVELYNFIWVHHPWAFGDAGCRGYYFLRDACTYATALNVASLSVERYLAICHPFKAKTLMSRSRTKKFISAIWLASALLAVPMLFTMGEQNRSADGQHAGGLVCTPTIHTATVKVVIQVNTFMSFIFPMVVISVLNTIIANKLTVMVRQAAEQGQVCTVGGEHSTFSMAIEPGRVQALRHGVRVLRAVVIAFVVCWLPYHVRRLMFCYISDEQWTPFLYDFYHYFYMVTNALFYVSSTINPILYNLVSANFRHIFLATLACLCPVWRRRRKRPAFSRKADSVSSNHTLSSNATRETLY
KOR beta-arrestin-1: kappa opioid receptor activators – cell-based, luminescence, uHTS, primary screen (AID 1777); KOR beta-arrestin recruitment, luminescence; higher % means a stronger effect; activation, % at 10 µM; hits with a dose series show EC50 in µM; hit rate 0.02% among 280,000; in the data active = activation above about 50%, passing the limit was not always enough; note: a part of the inactive calls stands beside numbers as strong as those of hits
GPR55 LPI antagonism: inhibition of LPI-stimulated GPR55 beta-arrestin translocation – imaging, U2OS, beta-arrestin-GFP, LPI agonist, primary screen (AID 2013). one-dose inhibition, % at 10 µM; IC50 in µM for titrated hits. hit rate 0.13% among 290,000. U2OS GPR55 beta-arrestin-GFP translocation imaging, LPI antagonism; higher % means a stronger effect;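 active = spots per cell inhibited over 60%, with over 100 cells counted and total cytoplasm intensity under 500,000; inconclusive = wells with under 100 cells, flagged as likely toxic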;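 note: U2OS cells stably carrying GPR55 and arrestin-GFP stimulated by 5 µM LPI near EC80; imaged beta-arrestin-GFP aggregate spots per cell after agonist stimulation; plate controls were LPI-stimulated DMSO wells for no effect and DMSO wells without LPI for full effect; some results filed as inactive read as strong as hits; confirmed hits need IC50 under 10 µM and bright autofluorescent wells are also inconclusive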
K1F lysis inhibition: inhibition of K1F phage lysis, E. coli UTI89, bacterial capsule biogenesis inhibitors, alamar blue (AID 488966) | E. coli UTI89 K1F phage lysis, alamar blue, 2 h; higher % means a stronger effect | inhibition, % at 100 µM; hits with a dose series show IC50 in µM | hit rate 0.02% among 340,000;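 active = phage lysis inhibition, versus mean bacterial control, above a set limit; inconclusive = no clear call, values can overlap the other calls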;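 note: capsule biogenesis inhibitors block K1F phage lysis so surviving cells raise fluorescence; higher fluorescence means more inhibition of phage lysis; actives were called in the ten point dose series up to 300 µM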
GPR35 arrestin U2OS: inhibition of zaprinast-stimulated GPR35 beta-arrestin translocation – imaging, U2OS, beta-arrestin-GFP, zaprinast agonist, primary screen (AID 2058) | U2OS GPR35 beta-arrestin-GFP translocation imaging, zaprinast antagonism; higher % means a stronger effect | inhibition, % at 10 µM; hits with a dose series show IC50 in µM | hit rate 0.052% among 290,000;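 active = inhibition of at least 50% with at least 30 cells and total cytoplasm GFP at most 10,000,000; inconclusive = under 30 cells or total GFP of 10,000,000 plus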
GPR55 activation: selective activators of receptor GPR55 – imaging, U2OS cells, beta-arrestin-GFP redistribution, primary screen (AID 1961); U2OS GPR55 beta-arrestin-GFP redistribution imaging; higher % means a stronger effect; activation, % at 10 µM, or EC50 in µM where a hit was titrated; hit rate 0.048% among 290,000;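 active = activation above 40% with more than 50 cells counted in the well; inconclusive = wells holding fewer than 50 cells, flagged as toxic or sparse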;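 note: U2OS osteosarcoma cells stably expressing GPR55 and beta-arrestin-GFP; plate controls were DMSO negative control for no effect and LPI positive control for full effect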
NOD1 NF-kB reporter: inhibition of NOD1-driven NF-kB reporter – cell-based, luminescence, uHTS, primary screen (AID 1578); NOD1-driven NF-kB luciferase reporter cells, luminescence; higher % means a stronger effect; one-dose inhibition, % at 4 µM; EC50 in µM for titrated hits; hit rate 1% among 290,000; in the data active = inhibition mostly above about 36%, no sharp cut-off; inactive = mostly below about 34%;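 note: HEK-293T reporter cells stimulated with the NOD1 agonist gamma-tri-DAP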
KOR beta-arrestin-2: KOR antagonists, beta-arrestin recruitment, cell-based, luminescence, uHTS (AID 1778); KOR beta-arrestin recruitment, luminescence, antagonist mode; higher % means a stronger effect; inhibition, % at 10 µM, or IC50 in µM where a hit was titrated; hit rate 0.091% among 290,000; in the data active = inhibition above about 50%; note: strong numbers were not always called active
NTR1 agonist cell count 20 µM: recorded beside NTR1 agonist, whose call it bears; cell count; measured here: cell count, cytotoxicity flag
* hit, by the source's call; ? = inconclusive; . = not tested or not shown; [ ] = another dose, or the depositor's remark. A portion of the library; count on the stated rates, not on these rows.

SMILES	Rac1 GTP hydrolysis	NTR1 agonist	NTR1 agonist cell count 20 µM	KOR beta-arrestin-1	GPR55 LPI antagonism	K1F lysis inhibition	GPR35 arrestin U2OS	GPR55 activation	NOD1 NF-kB reporter	KOR beta-arrestin-2
NC(=O)c1ccccc1NS(=O)(=O)c1ccc(F)cc1	7%	0.5	52	.	-4%	0.2%	0%	-0.1%	0%	-12%[20 µM]
Cn1c(SCC(=O)NCc2cccs2)nnc1-c1ccco1	1%	1.5	56	-0.5%	4%	-0.2%	-12%	0.2%	-24%	-16%
COc1ccccc1CNC(=O)N1CCN(S(=O)(=O)c2ccc(Cl)cc2)CC1	5%	0.5	60	-1.8%	-16%	1.5%	12%	-0.1%	-28%	-3%
CC(C)Oc1ccc(CCNC(=O)C2CCC(=O)N(Cc3cccc(F)c3)C2)cc1 (stereo not drawn)	-3%	1.4	64	-6.0%	-17%	-0.2%	3%	-0.1%	12%	31%
O=C(CCCN1C(=O)/C(=C/c2ccccc2)SC1=S)NCCCn1ccnc1	-3%	0.3	74	6.0%	6%	0.4%	-6%	-0.1%	-13%	-12%
CCc1ccc(S(=O)(=O)NCc2cn3cccc(C)c3n2)s1	10%	2.9	42	4.4%	2%	0.0%	18%	0.1%	27%	-20%
Cc1cc(NC(=O)CSCC(=O)N(C)Cc2ccc(F)cc2)no1	7%	-0.7	37	-3.2%	14%	-0.1%	-3%	-0.1%	-18%	13%
CCOC(=O)Cc1csc(NC(=O)c2sc3nc4c(C)cc(C)cc4cc3c2N)n1	6%	1.6	42	0.6%	10%	3.6%	-13%	14%	-19%	-7%
O=C(N/N=C/c1cccc([N+](=O)[O-])c1)c1nc2ccccc2c(=O)[nH]1	10%	2.4	66	0.9%	6%	-0.3%[50 µM]	2%	0.7%	-11%	-2%
CC(C)C1C(c2ccccc2)N(C)C(c2ccccc2)CC1(O)c1ccccc1 (stereo not drawn)	5%	13	53	-4.3%	0%	0.7%	3%	-0.2%	25%	-28%
O=C(c1ccc2nc(Cc3ccccc3F)oc2c1)N1CCCC1	0%	-0.8	64	2.1%	-3%	0.1%	8%	-0.1%	-52%	3%
OC(Cc1cccnc1)(Cc1cccnc1)c1cc2ccccc2[nH]1	5%	3.5	64	-2.6%	11%	1.2%[50 µM]	-8%	-0.4%	-19%	.
CC(=O)Nc1ccc2oc(-c3ccccc3)nc2c1	3%	-0.3	41	1.1%	11%	-0.2%	2%	-0.3%	-28%	-17%
O=C(CN1CCSC1=NCc1ccccc1)c1ccccc1	6%	1.9	59	-3.7%	12%	4.2%	5%	0.6%	-22%	-11%
CCC(=O)N1CCc2cc(S(=O)(=O)CCC(=O)Nc3cccc(C)n3)ccc21	11%	-3.2	7	-1.1%	9%	0.1%	-4%	-0.2%	-27%	-5%
Cc1ccc(/C(N)=N/OC(=O)c2cccs2)cc1	2%	2.3	36	1.6%	5%	0.0%	19%	-0.2%	-41%	12%
C(=N\N1CCN(C2c3ccccc3-c3ccccc32)CC1)/c1cccnc1	8%	5.7	42	3.2%	22%	1.9%	9%	-0.1%	23%	-15%
O=[N+]([O-])c1cc2c(cc1/C=N/n1cnnc1)OCO2	5%	-1.2	48	-2.3%	1%	0.1%	-5%	0.7%	-25%	17%
COc1ccc(S(=O)(=O)N2CCC(C(=O)NCCc3ccc4c(c3)OCO4)CC2)cc1	3%	2.0	83	-5.8%	-6%	0.4%	-1%	-0.2%	6%	2%
Oc1ccc(Cl)cc1C=Nc1ccccc1Br	4%	12	57	5.0%	1%	-0.1%	-1%	-0.1%	-10%	18%
COC(=O)c1cn(CC(=O)N2CCCCCC2)c2ccccc12	5%	-3.0	42	-3.0%	6%	0.2%	9%	-0.1%	-8%	-9%
Cc1cccc(OCc2nc(C#N)c(NCc3ccc4c(c3)OCO4)o2)c1	7%	-1.1	64	1.7%	8%	2.2%	-4%	-0.1%	-4%	27%
Cc1cc(C)nc(SCC(=O)N/N=C/C=C/c2ccccc2)n1	11%	-1.4	79	5.9%	-18%	0.0%	-16%	-0.4%	53%	-7%
CC(C)OC(=O)NC(Nc1ccccc1C(=O)O)(C(F)(F)F)C(F)(F)F	15%	1.1	51	5.0%	-2%	0.2%	14%	-0.2%	-1%	38%
C=CCNC(=O)c1onc(CSc2ccc(C)c(C)c2)c1C(=O)O	3%	-1.9	98	-1.3%	-2%	-1.8%	2%	-0.1%	-31%	-16%

In another format: entries from further up.
Order of results – Rac1 GTP hydrolysis	NTR1 agonist	NTR1 agonist cell count 20 µM	KOR beta-arrestin-1	GPR55 LPI antagonism	K1F lysis inhibition	GPR35 arrestin U2OS	GPR55 activation	NOD1 NF-kB reporter	KOR beta-arrestin-2
O=C(N/N=C/c1cccc([N+](=O)[O-])c1)c1nc2ccccc2c(=O)[nH]1
  10%	2.4	66	0.9%	6%	-0.3%[50 µM]	2%	0.7%	-11%	-2%
OC(Cc1cccnc1)(Cc1cccnc1)c1cc2ccccc2[nH]1
  5%	3.5	64	-2.6%	11%	1.2%[50 µM]	-8%	-0.4%	-19%	.
Cn1c(SCC(=O)NCc2cccs2)nnc1-c1ccco1
  1%	1.5	56	-0.5%	4%	-0.2%	-12%	0.2%	-24%	-16%

Next section:
SMILES	Rac1 GTP hydrolysis	NTR1 agonist	NTR1 agonist cell count 20 µM	KOR beta-arrestin-1	GPR55 LPI antagonism	K1F lysis inhibition	GPR35 arrestin U2OS	GPR55 activation	NOD1 NF-kB reporter	KOR beta-arrestin-2
CC(C)C(C)(C#N)NC(=O)CSc1nc2scc(-c3ccccc3)c2c(=O)[nH]1 (stereo not drawn)	6%	6.5	65	14%	-8%	0.2%[50 µM]	-2%	-0.3%	17%	-5%
CN(C)C(CNC(=O)c1cc2ccccc2oc1=O)c1ccccc1 (stereo not drawn)	8%	-1.8	56	-1.1%	8%	0.1%	-5%	-0.2%	-43%	-12%
CN(CC(=O)N1CCCCCC1)S(=O)(=O)c1ccc(Br)cc1	9%	0.0	56	6.7%	9%	0.0%	6%	0.3%	-11%	-20%
COc1cccc(-n2c(SCC(=O)N3CCCCC3)nc3c([nH]c4ccccc43)c2=O)c1	5%	11	62	-0.7%	-4%	-1.1%	-5%	-0.1%	1%	18%
CCCn1nc(-c2nnc(-c3ccc(C)c(C)c3)o2)c2ccccc2c1=O	2%	1.2	74	-3.2%	5%	0.1%	-3%	0.2%	-15%	19%
Cc1cccc(N2CCN(C(=O)c3ccncc3)CC2C)c1 (stereo not drawn)	2%	1.0	83	.	15%	-0.5%	0%	0.3%	-3%	24%
CCOc1ccccc1C1CC(=O)NC(SCC)=C1C#N (stereo not drawn)	1%	-0.8	45	-0.5%	-8%	0.0%	-5%	0.5%	-18%	24%
Cc1ccc2c(c1)-c1c(ssc1=S)C(C)(C)N2C(=O)c1ccco1	11%	4.6	53	-7.6%	54%	1.9%	-7%	0.2%	-27%	-68%
COc1ccc(CNC(=O)C2CCN(S(=O)(=O)N3CCOCC3)CC2)cc1	7%	1.3	43	1.8%	11%	-0.3%	23%	0.0%	-3%	-38%
Cc1nc(N2CCCCC2C)c2c(C)c(C(=O)Nc3ccccc3C(F)(F)F)sc2n1 (stereo not drawn)	-3%	2.9	90	16%	10%	-0.2%	34%	0.0%	12%	-44%
Cc1cccc(Nc2ccc([N+](=O)[O-])cn2)c1	10%	-0.8	44	3.4%	9%	0.9%	1%	0.3%	-39%	-37%[20 µM]
Cc1cccc(C)c1NC(=S)Nc1ccc(Cl)c(Cl)c1	4%	0.4	52	3.1%	6%	1.6%	15%	-0.1%	-22%	-120%[20 µM]
Cc1cc2occ(CC(=O)Nc3nnc(C4CC4)s3)c2cc1C	11%	-0.3	56	-1.7%	4%	0.1%	9%	-0.1%	-7%	-22%
CCc1ccc(C(=O)O)cc1	6%	-1.6	43	-0.9%	11%	1.0%	16%	1.3%	-9%	28%
N#Cc1cccc(NC(=S)Nc2ccccc2)c1	-1%	1.2	47	2.4%	3%	0.2%	-2%	0.2%	-26%	-11%
O=C1OCCC1Sc1nnc(-c2ccc3c(c2)OCO3)n1-c1ccccc1 (stereo not drawn)	10%	1.5	76	0.3%	-5%	2.6%	-4%	0.2%	-14%	-11%
CC(C)(C)c1ccc(NC(=O)COC(=O)C2(C)CC2(Cl)Cl)cc1 (stereo not drawn)	5%	10	33	-4.2%	-10%	0.4%	-7%	0.0%	-26%	-1%
CC(OC(=O)c1ccccc1NCc1ccco1)C(=O)Nc1ncc(Cl)cc1Cl (stereo not drawn)	11%	3.1	70	-3.7%	8%	0.5%	-18%	-0.1%	4%	4%
CCc1ccc(NC(=O)N(CCN(C)C)C(C)c2cccnc2)cc1 (stereo not drawn)	12%	-1.3	97	6.6%	8%	-0.4%	13%	-0.2%	11%	41%
Cc1ccc(S(=O)(=O)N2CCOCC2)cc1NC(=O)CN1CCN(c2ccc(O)cc2)CC1	?	-0.4	54	-1.9%	7%	0.8%	8%	-0.2%	-24%	6%
CC(C)(C)NC(=O)CCn1nc(-c2ccc(Cl)cc2)c2ccccc2c1=O	7%	1.9	58	-4.3%	-7%	0.2%[50 µM]	-5%	0.0%	6%	34%
Cn1c(=O)n(C)c2cc(NS(=O)(=O)c3cccs3)ccc21	5%	-0.1	44	4.3%	19%	-2.1%	2%	-0.7%	-33%	-10%
Cc1ccc(NC(=O)CCS(=O)(=O)c2cc3[nH]c(=O)c(=O)[nH]c3cc2C)cc1	8%	-0.7	65	9.6%	8%	0.2%	4%	-0.2%	-44%	1%
CN(Cc1nccn1C)C(=O)c1cc(COc2ccc3ncccc3c2)on1	0%	0.9	57	.	-2%	0.2%	3%	0.3%	-7%	-12%[20 µM]
CCCNC(=O)c1onc(CSc2ccc(F)cc2)c1C(=O)NCCC	9%	1.7	102	5.5%	10%	0.4%	-2%	-0.2%	-10%	10%
O=C(CCCN1C(=O)/C(=C/c2cccs2)SC1=S)Nc1cc([N+](=O)[O-])ccc1O	12%	0.4	63	-4.0%	1%	0.2%	-11%	0.6%	1%	4%
